Assay outcomes: PubChem BioAssay, several laboratories
TRPC6 act = activators of mouse TRPC6 channel; HEK293-TRPC6 membrane potential dye fluorescence; hits give high values; B-score at 10 µM; actives 0.13% (n = 310,000); AID 2550;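 active = B-score of the integrated fluorescence ratio above library mean plus 3 SD, and starting fluorescence ratio within library mean plus 5 SD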;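 note: higher score means more depolarization so channel activation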
HIF activator = HIF pathway transcriptional activation; activation, % at 7.5 µM (by protocol); U2OS HRE-luciferase reporter, luminescence; normalized: DMSO 0%, desferrioxamine 100%; actives 0.32% (n = 300,000);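 active = mean activation of at least 10% of the iron chelator positive control signal, with at least half of replicates also reaching 10%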
TRPC4 agonist = activators of mouse TRPC4 channel | B-score at 10 µM | Q9QUQ5 | HEK293 TRPC4beta/mu-opioid, Fluo4 calcium fluorescence; hits give high values | actives 0.49% (n = 310,000);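 active = B-score above 5 SD of library B-scores, and initial fluorescence ratio not above library mean plus 5 SD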;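 note: positive B-score marks a calcium rise read as TRPC4 activation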
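Material: TRPC4beta and mu-opioid receptor HEK293 stable cells | Incubation: 45 min room-temperature Fluo4 loading, 110 s read | Detection: Kinetic Fluo4 calcium fluorescence | Measure: Integrated baseline-normalised fluorescence ratio, converted to per-well B score | Benchmarks: Low control buffer alone, high control maximal DAMGO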
TRPC4 inh = TRPC4 (mouse) channel inhibition; HEK293 TRPC4beta/mu-opioid, DAMGO-evoked Fluo4 calcium flux; hits give low values; B-score at 10 µM; AID 2247; Q9QUQ5; actives 0.39% (n = 300,000);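 active = B-score over 3 SD under the library average, no early fluorescence shift, positive overall ratio signal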
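Assay system – HEK293 line stably carrying TRPC4beta and mu-opioid receptor · Doses – single dose · Detection – Fluo4 calcium-dye fluorescence, kinetic read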
KLF5 inh = kruppel-like factor 5 inhibition; DLD-1 KLF5 promoter-luciferase reporter, luminescence; AID 1700; actives 0.23% (n = 290,000); inhibition, % at 5 µM;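 active = inhibition above a per-plate limit of that plate's mean compound inhibition plus 3 SD, cut at about 60% in these data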;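 note: 0% = DMSO wells and 100% = LY294002 at 200 µM; higher means less KLF5 promoter-driven luciferase light; inactives centre near -14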
SKKanGAS inh = blocks kanamycin growth of S. pyogenes SKKanGAS strain; BacTiter-Glo, 6 h; inhibition, % at 7.5 µM; actives 1.3% (n = 300,000);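 active = mean replicate score, as percent of positive control median, at least 50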;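 note: strain carries kanamycin resistance gene driven by streptokinase promoter and grows in 40 µg/ml kanamycin; loss of luminescence reflects streptokinase promoter inhibition or plain growth inhibition; 0% = median of DMSO wells and 100% = positive control at its reference dose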
MrgX1 antagonist = blocks BAM8-22 activation of human MrgX1 receptor | MRGX1-HEK293 calcium flux, Fluo-4, BAM8-22 antagonism; hits give low values | B-score at 10 µM | actives 1.3% (n = 310,000) | AID 588676;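 active = calcium-response B-score plate-corrected more than 3 library SD below zero, starting fluorescence within 5 deviations, no agonist response on first addition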;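 note: peak minus trough fluorescence over baseline after final BAM8-22 challenge near maximal dose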
Target sequence (Q96LB2 whole entry, looked up): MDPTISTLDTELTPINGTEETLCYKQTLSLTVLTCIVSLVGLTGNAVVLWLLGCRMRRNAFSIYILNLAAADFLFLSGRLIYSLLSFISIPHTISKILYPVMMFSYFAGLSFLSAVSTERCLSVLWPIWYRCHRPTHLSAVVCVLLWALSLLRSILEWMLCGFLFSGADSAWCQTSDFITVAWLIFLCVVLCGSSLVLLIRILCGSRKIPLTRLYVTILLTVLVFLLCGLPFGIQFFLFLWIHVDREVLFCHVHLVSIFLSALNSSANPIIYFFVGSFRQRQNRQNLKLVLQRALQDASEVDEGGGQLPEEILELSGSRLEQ
IEC-6 tox = IEC-6 cytotoxicity, counter-screen for KLF5 inhibitors. luminescence viability. inhibition, % at 5 µM. actives 0.78% (n = 290,000). AID 1825; in the data active = inhibition above about 22%;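 note: 0% = plate median of test compound wells and 100% = cytotoxic reference compound wells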
aSyn 5UTR inh = 5' untranslated region of α-synuclein, MLPCN primary screen; inhibition, % (tested at 7.5 µM); AID 1813; actives 0.82% (n = 300,000); alpha-synuclein 5'UTR reporter, inhibitor activity; in the data active = inhibition above about 60%;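 note: H4 neuroglioblastoma cells stably carrying SNCA 5'UTR luciferase fusion; 0% = DMSO wells and 100% = positive control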
TRPC4 PAM = allosterically enhances the mouse TRPC4 cation channel. B-score at 10 µM. AID 2227. actives 0.42% (n = 310,000). HEK293 TRPC4beta/mu-opioid, DAMGO EC20, Fluo-4 Ca2+ flux; hits give high values;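 active = B-score of calcium response area above 5 SD of library B-scores, with initial fluorescence ratio within 5 SD of library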;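 note: B-score of integrated fluorescence ratio over time as area under calcium response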
TRPC6 inhibitor = blocks the mouse TRPC6 cation channel; HEK293-TRPC6, membrane potential dye, ACh-evoked depolarization; hits give low values; actives 1.1% (n = 310,000); B-score at 10 µM; AID 2553; Q61143;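 active = B-score under library mean minus 3 SD, initial fluorescence not abnormally high, positive integrated signal ratio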;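 note: B-score derived from integrated fluorescence ratio over the kinetic read; more negative B-score means stronger inhibition of depolarization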
Starred values were filed as active, the others as inactive; i = inactive; x = not tested or not shown.

SMILES | TRPC6 act | HIF activator | TRPC4 agonist | TRPC4 inh | KLF5 inh | SKKanGAS inh | MrgX1 antagonist | IEC-6 tox | aSyn 5UTR inh | TRPC4 PAM | TRPC6 inhibitor
O=C1N=C(N2CCCC2)S/C1=C\c1ccccc1 | i | 0.6 | i | i | -22 | -7 | i | -4 | -23 | i | i
CC1(C)C(=O)OC(c2cccn2-c2ccc([N+](=O)[O-])cc2)C2(CCCCC2)C1=O (stereo not drawn) | i | 0.0 | i | i | 13 | 3 | i | -3 | 30 | i | i
CCCCOC(=O)C1C2C=C[C@]3(CN(CCCOC)C(=O)[C@H]13)O2 (stereo partly drawn) | i | -0.2 | i | i | -39 | 1 | i | -1 | -12 | i | i
CC(C)(C)C(=O)Nc1scc(-c2ccc(-c3ccccc3)cc2)c1C(=O)O | i | 0.2 | i | i | 8 | 26 | i | -1 | 1 | i | i
COCCCn1c(-c2ccc(OC)cc2)nc2c1c(=O)[nH]c(=O)n2Cc1ccccc1 | i | -0.1 | i | i | -28 | -1 | i | -2 | 15 | i | i
Cc1ccc2nc(SCC(=O)Nc3cc([N+](=O)[O-])ccc3F)[nH]c2c1 | i | -19 | i | i | 4 | -1 | i | 2 | -33 | i | i
S=C(Nc1ccc(Cl)cc1)NC1CCN(Cc2ccccc2)CC1 | i | -0.4 | i | i | -20 | -1 | i | 10 | 7 | i | i
CCCCC(=O)Nc1cnc(NC(=O)c2ccco2)cc1C | i | 2.9 | i | i | -107 | 8 | i | -2 | -49 | i | i
CC1CN(c2nc3c(c(=O)n(Cc4ccc(Cl)c(Cl)c4)c(=O)n3C)n2C)CC(C)O1 (stereo not drawn) | i | -1.0 | i | i | 12 | 15 | i | 11 | 16 | 14* | i
O=C(NNc1nc(-c2ccccc2)cs1)c1ccco1 | i | 0.1 | i | i | -11 | 6 | i | 3 | -22 | i | i
CCOC(=O)CCCCC(=O)c1[nH]c(=O)[nH]c1CSc1nnc2c3cc(Br)ccc3n(C)c2n1 | i | -1.0 | i | i | 5 | 8 | i | -2 | -12 | i | i
C/C(CCc1ccc2c(c1)OCO2)=N\NC(=O)c1ccccc1Br | i | 0.2 | i | i | 5 | -10 | i | 10 | -12 | i | i
Cc1cccc(NC(=O)COc2ccccc2C)n1 | i | 2.6 | i | i | -75 | -5 | -4.6* | -4 | -109 | i | i
COC(=O)[C@H]1C[C@H]1[C@@H](NC(=O)c1ccc[nH]1)c1ccccc1 | i | 2.3 | i | i | x | -2 | i | x | -15 | i | i
O=C(NC1CCCCC1)N1CCN(c2ccccc2Cl)CC1 | i | -0.2 | i | i | -17 | -2 | i | 2 | 2 | i | i
C=CCNc1nc(C2(C)CC3(CC(C)OC3=O)C(=O)O2)cs1 (stereo not drawn) | i | -0.9 | i | i | -31 | -2 | i | -2 | 13 | i | i
Cc1ccc(NC(=S)N(CCN(C)C)Cc2cccs2)cc1 | i | 0.4 | i | i | -5 | 1 | i | 0 | 0 | i | i
CCc1ccc(Nc2ncc3c(n2)CC(c2ccco2)CC3=O)cc1 (stereo not drawn) | i | 0.9 | i | i | -54 | 7 | i | 1 | -49 | i | i
Cc1ccc(NC(=O)C2CC(=O)N(CCc3ccccc3)C2)c(C)c1 (stereo not drawn) | i | -0.1 | i | i | -18 | 3 | i | 5 | 13 | i | i
O=[N+]([O-])c1ccc2[nH]c3c(c2c1)CCCC3 | i | -0.1 | i | i | 0 | 17 | i | -1 | 32 | i | i
CN(CCOc1ccc(Cl)cc1)C(=O)CN1C(=O)NC2(CCCC2)C1=O | i | 0.2 | i | i | x | -3 | i | x | 23 | i | i
CCC(c1nnnn1Cc1ccccc1)N(Cc1ccco1)Cc1cc2cc(OC)ccc2[nH]c1=O (stereo not drawn) | i | 0.3 | i | i | 20 | 1 | i | 1 | 33 | i | i
COc1ccc(CN2[C@@H](CC(=O)O)c3ccccc3S2(=O)=O)cc1 | i | -0.2 | i | x | x | 1 | i | x | 5 | i | i
COc1ccccc1N1CCN(S(=O)(=O)c2cc(-c3cc(C)no3)ccc2C(C)C)CC1 | i | 0.1 | i | i | -20 | 17 | i | 3 | 32 | i | i
CCCCn1c(=O)c(CCC(=O)OC(C)C(=O)Nc2cccc(Cl)c2Cl)nc2ccccc21 (stereo not drawn) | i | -0.6 | i | i | -25 | 10 | i | -3 | -23 | i | i
Next part:
SMILES | TRPC6 act | HIF activator | TRPC4 agonist | TRPC4 inh | KLF5 inh | SKKanGAS inh | MrgX1 antagonist | IEC-6 tox | aSyn 5UTR inh | TRPC4 PAM | TRPC6 inhibitor
COc1cc(C(=O)OCC(=O)NC(C)CCc2ccccc2)cc(OC)c1OC (stereo not drawn) | i | 0.2 | i | i | -26 | -7 | i | -6 | 6 | i | i
Cn1cc(S(=O)(=O)N2CCCC(C(=O)O)C2)cn1 (stereo not drawn) | i | 0.3 | i | i | -13 | -5 | i | 5 | 2 | i | i
CCOC(=O)Cc1csc(NC(=O)CS(=O)(=O)Cc2ccccc2)n1 | i | 0.3 | i | i | -12 | -7 | i | 1 | 22 | i | i
Brc1ccc2oc3c(N4CCOCC4)ncnc3c2c1 | i | 0.4 | i | i | 1 | -9 | x | 4 | -158 | i | i
Cc1cc(O)c(C2(C(F)(F)F)NCCNC2=O)cc1C (stereo not drawn) | i | -0.1 | i | i | 8 | x | i | -1 | 17 | i | i
Cn1c(N)c(C(=O)COC(=O)CCCc2c[nH]c3ccccc23)c(=O)n(C)c1=O | i | -0.2 | i | i | 1 | 75* | i | 0 | -8 | i | i
CCc1ccc2c(c1)C(c1ccc(N3CCOCC3)cc1)=NNC(c1ccncc1)=N2 | i | 3.1 | i | i | -10 | 15 | i | 0 | 0 | i | i
Cn1c2ccccc2c(=O)c2c(=O)n(Cc3ccccc3)c(-c3ccc(F)cc3)nc21 | i | x | i | i | -39 | 11 | i | -12 | x | i | i
COc1ccccc1C(=O)NCCc1c(C)[nH]c2c(C)ccc(F)c12 | i | -1.3 | i | i | -22 | -14 | i | 4 | -10 | i | i
O=C(Nc1ccc2oc(-c3ccncc3)nc2c1)c1ccccc1 | i | 0.3 | i | i | -32 | -4 | i | -2 | -17 | i | i
C/C(N)=C(/C#N)C(=O)COC(=O)c1cc(S(=O)(=O)N2CCCCC2)ccc1C | i | -0.7 | i | i | 9 | 3 | i | 4 | 16 | i | i
Cc1cc(N2CCC(C)CC2)nc(-c2ccccc2O)n1 | i | -0.4 | i | i | -12 | 1 | i | 4 | 13 | i | i
CC(C)N=Cc1c(O)[nH]c2ccccc12 | i | -0.2 | i | i | -6 | -2 | i | 1 | -14 | i | i
Cc1cc(C)n2nc(C(=O)N3CCN(c4ccc([N+](=O)[O-])cc4)CC3)nc2n1 | i | -0.6 | i | i | 5 | -3 | i | 8 | 9 | i | i
CCn1c(SCC(=O)N/N=C/c2cc(OC)c(O)c(OC)c2)nc2ccccc21 | i | -0.6 | i | i | -15 | 7 | i | -10 | 21 | i | i
COc1ccc(CCNC(C(=O)Nc2cc(C)cc(C)c2)c2ccccc2)cc1 (stereo not drawn) | i | 1.1 | i | i | 12 | 7 | i | 13 | 22 | i | i
O=C(O)C(c1ccccc1)C(c1ccccc1)c1ccccc1 (stereo not drawn) | i | -0.2 | i | i | -10 | -6 | i | -3 | -6 | i | i
Cc1ccc(/C=C/C(=O)Oc2ccc(C#N)cc2)o1 | i | 1.3 | i | i | -21 | -9 | i | -5 | -3 | i | i
Cc1ccc2nc(N3CCN(c4ccccc4F)CC3)c(C=O)c(=O)n2c1 | i | 0.1 | i | i | -23 | 5 | i | -12 | -13 | i | i
CC(C)CNS(=O)(=O)c1ccc(CCC(=O)N2CCCC2)cc1 | i | 0.0 | i | i | 1 | -12 | i | -4 | 0 | i | i
O=C(CCc1ccc(S(=O)(=O)N2CCOCC2)cc1)N/N=C/c1ccc(F)cc1F | i | 0.1 | i | i | 9 | -8 | i | 5 | -4 | i | i
CCOc1cc(/C=N\NC(=O)OC)ccc1OC(=O)c1ccco1 | i | 0.0 | i | i | 12 | -4 | i | 4 | 2 | i | i
Cc1cc(-c2ccccc2)nc(N/N=C/c2ccc([N+](=O)[O-])cc2)n1 | i | 0.0 | i | i | 5 | -2 | i | 3 | 17 | i | i
CCOc1ccc(S(=O)(=O)N2CCCCC2)cc1NC(=O)CC1OC(=O)c2ccccc21 (stereo not drawn) | i | -0.4 | i | i | x | -3 | i | x | -6 | i | i
CCOC(=O)C(NC(C)=O)C(=O)Nc1ccc(OC)cc1 (stereo not drawn) | i | 0.0 | i | i | -3 | 0 | i | -2 | -1 | i | i
New compounds follow.
SMILES | TRPC6 act | HIF activator | TRPC4 agonist | TRPC4 inh | KLF5 inh | SKKanGAS inh | MrgX1 antagonist | IEC-6 tox | aSyn 5UTR inh | TRPC4 PAM | TRPC6 inhibitor
Cc1ccc(N(C(C)C(=O)NCc2ccncc2)S(C)(=O)=O)cc1C (stereo not drawn) | i | 0.1 | i | i | -21 | 4 | i | -3 | 1 | i | i
CC(C)CNC(=O)COC(=O)Cc1ccc(Cl)cc1 | i | -0.5 | i | i | -5 | 3 | i | 1 | -18 | i | i
Cc1nnc(SCc2cn3ccsc3n2)n(N)c1=O | i | 0.0 | i | i | -8 | -2 | i | -10 | -17 | i | i
Cc1c(Cl)c([N+](=O)[O-])nn1CC(=O)NCc1ccco1 | i | 0.1 | i | i | -15 | -5 | i | 1 | -1 | i | i
CCOc1ccccc1N(C(=O)c1snc(C(N)=O)c1N)C(C(=O)NCc1ccccc1)c1ccc(O)cc1 (stereo not drawn) | i | -6.5 | i | -9* | -5 | -1 | x | 5 | 27 | i | i
COc1ccc2c(c1)C(C)=CC(C)(C)N2S(=O)(=O)c1ccc(C)cc1 | i | -0.1 | i | i | 87* | 8 | i | 81* | -63 | i | i
COc1ccc(NC(=O)C2CCCN(S(=O)(=O)c3c(C)[nH]c(=O)[nH]c3=O)C2)cc1OC (stereo not drawn) | i | 0.1 | i | i | -9 | -8 | i | -7 | 16 | i | i
O=C(NC1CCCCCC1)C1CCN(S(=O)(=O)c2cccc3cccnc23)CC1 | i | x | i | i | -19 | -7 | i | -5 | 9 | i | i
CCOc1ccccc1NC(=O)CCS(=O)(=O)c1ccc(Br)cc1 | i | -0.7 | i | i | -26 | -4 | i | -2 | 8 | i | i
COc1ccc(N2CCCC2)c(NC(=O)c2ccc(Br)o2)c1 | i | 0.0 | i | i | -2 | -6 | i | 3 | 32 | i | i
